Rab9 promoter act: activates the Rab9 promoter. Huh7 Rab9 promoter-luciferase reporter, luminescence, 24 h. Potency, µM (highest dose often 9.22 µM), for the others: at the highest dose activation, negative = inhibition, actives largely listed as activators. 320,000 compounds, 2.8% hits. AID 485297; note: potency is the fitted concentration of half-maximal effect; % of control where 0% means no effect; nearly all actives have a fitted effect of over 60% in size
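Steps: seed 1500 Huh7 Rab9-luc cells per well, rest 2 h at 37 °C; add compound in DMSO; incubate 24 h; add luciferase reagent, 10 min ambient; read luminescence.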
RORgamma inh: inhibitors of mouse ROR gamma transcriptional activity. P51450. 310,000 compounds, 5.4% hits. Drosophila S2 Gal4-RORgamma UAS-luciferase reporter, 20 h. Potency, µM (top dose mostly 53.6 µM), for the others: top-dose activity change, negative = inhibition, actives largely listed as inhibitors; note: potency is the fitted concentration of half-maximal effect; % is set by controls: 0 for no effect and ±100 for the full control effect; nearly all actives have a fitted effect of over 60% in size
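In this cell-based reporter format, copper sulfate (700 uM final) drives Gal4–ROR gamma fusion expression from a metallothionein promoter in Drosophila Schneider cells; compounds preincubated 1 hr, reporter read after 20 hr at ambient temperature.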
Mito fusion act: inhibitors of mitochondrial division or activators of mitochondrial fusion | S. cerevisiae fusion-defective mutant growth rescue, CellTiterGlo 48 h | 320,000 compounds, 0.23% hits | AID 485298 | Potency, µM (series often up to 46.1 µM), without a hit: at the top dose growth rescue (activation), hits mostly activators;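 note: potency is the fitted concentration of half-maximal effect; % of control where 0% means no effect; nearly all actives have a fitted effect of over 45% in size; temperature-sensitive fusion mutants such as fzo1-1 at 37 °C on non-fermentable ethanol glycerol medium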
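Read-out: ATP-based luminescence (CellTiterGlo, 10 min ambient) reporting growth of fusion-defective ts yeast after 48 hours at 37C on glycerol/ethanol YPEG medium in the presence of compound.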
ELG1 DNA repair: ELG1-dependent DNA repair inhibition; HEK293T ELG1-luciferase reporter, luminescence, 16 h; DNA damage induced by 5-fluorouridine; Potency, µM (series often up to 46.1 µM), for inactives: at the highest dose activity change, negative = inhibition, hits mostly inhibitors; 330,000 compounds, 2.3% hits; note: potency is the fitted concentration of half-maximal effect; % is set by controls: 0 for no effect and ±100 for the full control effect; nearly all actives have a fitted effect of over 55% in size
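5-Fluorouridine DNA damage + compound/DMSO, 2,000 cells/well, 16 h, 37 °C/5% CO2. ONE-Glo, 30 min RT, luminescence. Readout = decrease in reporter signal.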
Menin MLL FP TR: inhibitors of human menin-MLL interaction, mutant MLL peptide | 270,000 compounds, 0.23% hits | O00255 | Potency, µM (titrated, usually from 61.6 µM), for inactives: top-dose FP activity change, negative = inhibition, usual class: inhibitors | Menin + Texas Red MLL mutant peptide, fluorescence polarization | AID 1768; active = well fitted inhibition curve with a large enough effect in the polarisation, with a control signal flat, not every such curve was filed as active; inconclusive = small, poorly fitted or top-dose-only effect, or effect the other way, or a change in a side signal; inactive = no such curve, though single readings can be large or run the other way; the % refers to the polarisation; note: potency is the fitted concentration of half-maximal effect; % of control where 0% means no effect; many of its hits are not listed in these tables
Target sequence (O00255 whole entry, looked up): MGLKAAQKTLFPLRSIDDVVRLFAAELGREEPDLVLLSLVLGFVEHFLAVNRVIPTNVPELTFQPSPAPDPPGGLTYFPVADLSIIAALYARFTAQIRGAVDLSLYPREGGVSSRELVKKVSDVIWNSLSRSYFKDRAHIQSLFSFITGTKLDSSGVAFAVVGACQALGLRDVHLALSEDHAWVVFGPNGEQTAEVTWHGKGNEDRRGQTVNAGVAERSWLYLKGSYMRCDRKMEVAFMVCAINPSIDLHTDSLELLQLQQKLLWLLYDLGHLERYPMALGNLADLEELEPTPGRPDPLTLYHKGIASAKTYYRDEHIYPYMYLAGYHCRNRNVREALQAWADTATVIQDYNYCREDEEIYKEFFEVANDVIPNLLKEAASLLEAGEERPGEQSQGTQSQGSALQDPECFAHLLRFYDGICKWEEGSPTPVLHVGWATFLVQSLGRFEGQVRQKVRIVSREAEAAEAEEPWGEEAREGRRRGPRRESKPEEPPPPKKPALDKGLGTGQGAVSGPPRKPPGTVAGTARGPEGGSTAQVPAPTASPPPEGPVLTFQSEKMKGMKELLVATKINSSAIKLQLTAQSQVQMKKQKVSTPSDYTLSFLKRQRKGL
PKM2 act: increases activity of human pyruvate kinase M2; 260,000 compounds, 0.34% hits; purified PKM2, Kinase-Glo ATP luminescence, activation; response scale: 0% is enzyme alone, no compound; P14618; Potency, µM (highest dose often 57.5 µM), without a hit: at the highest dose activation, usual class: activators; note: potency is the fitted concentration of half-maximal effect; % is set by controls: 0 for no effect and ±100 for the full control effect; nearly all actives have a fitted effect of over 55% in size
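Purified hPK-M2 (>95%) run at intermediate activity with 0.1 mM ADP and 0.5 mM PEP in 50 mM imidazole pH 7.2, KCl, MgCl2; 1 h room temperature. ATP formed read by Kinase-Glo luminescence; normalized to uninhibited and no-enzyme controls.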
Gal4-VP16 FLuc: counter-screen for ROR gamma inhibitors: Gal4-VP16 reporter; Drosophila S2 Gal4-VP16 UAS-luciferase, luminescence, 20 h; Potency, µM (doses to about 53.6 µM), inactives show at the top dose activity, negative = inhibition, usual class: inhibitors; 310,000 compounds, 3.5% hits;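 note: Gal4-VP16 expression switched on by copper sulfate through the metallothionein promoter; potency is the fitted concentration of half-maximal effect; % is set by controls: 0 for no effect and ±100 for the full control effect; nearly all actives have a fitted effect of over 50% in size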
NPC1 promoter act: NPC1 promoter activation. Huh7 NPC1 promoter luciferase reporter, 24 h. Potency, µM (doses to about 9.22 µM), for inactives: top-dose activation, usual class: activators. 320,000 compounds, 2.4% hits. AID 485313;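 note: potency is the fitted concentration of half-maximal effect; % of control where 0% means no effect; nearly all actives have a fitted effect of over 60% in size; reporter is driven by a mutant NPC1 promoter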
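Quantitative HTS used a cell-based reporter: Huh7 cells stably bearing the NPC1 promoter upstream of luciferase were treated with compounds for 24 h, and promoter activation was read as luminescence.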
KCNH2 3.1 inh: KCNH2 3.1 (human) potassium channel inhibition; activity change, % (tested at about 1.8 µM); U2OS KCNH2 3.1, thallium flux FluxOr; hits give low values; 340,000 compounds, 0.95% hits; AID 720553;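 active = maximum activity change below -70%; inconclusive = maximum activity change from -70% to -50%; inactive = maximum activity change above -50%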;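 note: thallium influx rate constant from kinetic fluorescence after stimulation buffer; % is set by controls: 0 for no effect and ±100 for the full control effect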
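Kinetic fluorescence (2 min after stimulation buffer) measures Tl+ influx through KCNH2 3.1 expressed by viral transduction in U2OS cells; the rate constant is normalized against DMSO controls serving as positive and negative references.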
FLuc modulator: counter-screen for miR-21 project: firefly luciferase inhibitors or activators. P08659. purified FLuc, Km substrates, luminescence inhibition. Potency, µM (titrated, usually from 57.5 µM), for inactives: at the highest dose activity change, negative = inhibition, usual class: inhibitors. 360,000 compounds, 6.9% hits. AID 588342;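 note: potency is the fitted concentration of half-maximal effect; plate controls were vehicle for no effect and reference inhibitor for full effect; nearly all actives have a fitted effect of over 55% in size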
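Purified P. pyralis luciferase (10nM final) with 10uM D-luciferin and 10uM ATP (Km levels) in 50mM Tris acetate pH 7.5, 10mM Mg acetate, 0.01% Tween-20, 0.05% BSA; qHTS 6-point titration, ~60 µM downward; luminescence read.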
MBNL1-CUG inh: inhibitors of human MBNL1 binding to CUG repeat RNA | Q9NR56 | TR-FRET MBNL1-His/biotin-(CUG)12 binding, 665/545 ratio | Potency, µM (top dose mostly 57.5 µM), for the others: top-dose activity change, negative = inhibition, hits mostly inhibitors | 280,000 compounds, 0.036% hits | AID 2675; active = well fitted inhibition curve with a large enough effect in the signal ratio, with a control signal flat, not every such curve was filed as active; inconclusive = small, poorly fitted or top-dose-only effect, or effect the other way, or a change in a side signal; inactive = no such curve, though single readings can be large or run the other way; the % refers to the signal ratio; note: potency is the fitted concentration of half-maximal effect; % is set by controls: 0 for no effect and ±100 for the full control effect
Target sequence (Q9NR56 whole entry, looked up): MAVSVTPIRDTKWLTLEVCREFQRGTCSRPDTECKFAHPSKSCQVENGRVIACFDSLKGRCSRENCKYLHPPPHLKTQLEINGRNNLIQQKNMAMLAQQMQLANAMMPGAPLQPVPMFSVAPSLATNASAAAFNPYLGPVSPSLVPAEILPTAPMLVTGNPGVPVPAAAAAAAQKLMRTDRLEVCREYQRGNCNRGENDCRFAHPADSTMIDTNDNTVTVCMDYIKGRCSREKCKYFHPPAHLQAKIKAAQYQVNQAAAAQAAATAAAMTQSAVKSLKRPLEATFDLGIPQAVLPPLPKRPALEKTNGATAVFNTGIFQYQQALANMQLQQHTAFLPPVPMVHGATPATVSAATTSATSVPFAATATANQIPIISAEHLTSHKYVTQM
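MBNL1-His + Biotin-(CUG)12, cpd titration 92 nM–58 uM; Tb anti-His Ab 0.055 ng/ul, SA-XL665 5 nM (final); 60 min RT; ratiometric 665/545 nm, Ex 340 nm; normalized to buffer and full-complex controls.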
* hit, by the source's call; ? = inconclusive; / = no result given; & = joins results of further samples; [ ] = dose if it differs, or a comment. Unless noted, calls come from the whole dose curve; as a rule, active = well fitted curve in the direction sought with a large enough effect; inconclusive = small, poorly fitted or top-dose-only effect, or another doubt; inactive = no such curve, though single readings can be large; an effect the other way counts as inactive or inconclusive. An excerpt; the hit share may differ from the screen's.

SMILES	Rab9 promoter act	RORgamma inh	Mito fusion act	ELG1 DNA repair	Menin MLL FP TR	PKM2 act	Gal4-VP16 FLuc	NPC1 promoter act	KCNH2 3.1 inh	FLuc modulator	MBNL1-CUG inh
CC1(C)Cc2c(c(N3CCCC3)nc3sc4c(N5CCNCC5)ncnc4c23)CO1	-1%	2%	0%	?	/	-5%	-1%	-2%	-9	0%	/
COc1cc2cnc(-c3ccsc3)c(-c3ccc(F)cc3)c2cc1OC	14%	/	-2%	?	/	/	/	-2%	2	-3%	/
COc1ccc(-c2cccc(NC(=O)COc3ccc(Cl)cc3)c2)nn1	-3%	15%	?	-7%	36%[activator]	/	21%	3%	-1	21µM*	5%
O=C(O)/C=C1\CCCc2ccccc2C1O (stereo not given)	-1%	/	0%	11%	/	/	/	-1%	-5	-1%	/
CN(C)CCNc1ncnc2sc(-c3ccccc3)cc12	6%	10%	-4%	-14%	-20%	/	1%	-5%	0	-6%	?
O=C(NNC(=O)c1cccs1)c1ccc([N+](=O)[O-])cc1	22%	?	?	-20%	0%	/	4%	18%	-4	?	?
Cc1ccc(Nc2cc(-n3nc(C)cc3C)ncn2)cc1	-6%	36%	-3%	10%	-16%	4%	26%	9%	-6	3%	-2%
Cc1ccc(-c2[nH]c(-c3ccccc3)nc2SCC(=O)NCC2CCCO2)cc1 (stereo not given)	-7%	0%	4%	?	-3%	8%	?	0%	-26	-10%&-6%	-14%
O=C(/C=C/c1cccc(Cl)c1)NCc1cccs1	8%	34%	-3%	10%	7%	-10%	2%	10%	-7	?	8%
CN1c2ccccc2-c2nc3ccccc3n2C1c1ccco1 (stereo not given)	2%	14µM*	-10%	-11%	8%	-10%	-17%	10%	-8	?	14%
Cc1ccc(NC(=O)CN2C(=O)c3ccccc3C2=O)nc1	-3%	18%	-1%	9%	14%	2%	-4%	-2%	2	-3%	0%
Cc1nc2c3ccccc3n(Cc3ccccc3F)c2s1	4%	-39%	6%	?	-2%	-7%	2%	-5%	-19	-19%	-8%
CCCCC1CCC(C(=O)Nc2ccccc2)CC1 (stereo not given)	1%	7%	0%	?	1%	-8%	-8%	0%	0	1%	3%
Cc1ccc(S(=O)(=O)N2CCOCC2)cc1C(=O)NC(=S)N1CC(C)OC(C)C1 (stereo not given)	-4%	4.5µM*	-5%	-6%	/	-3%	16µM*	-2%	8	0%	8%
COc1cccc(CNC(=O)C2CCCN2S(=O)(=O)c2ccc3c(c2)C(C)(C)C(=O)N3C)c1 (stereo not given)	-1%	-27%	-1%	1%	-3%	-4%	-11%	0%	-12	-1%	3%
CCc1ccc(N2C(=O)c3sc4nnc(-c5ccccc5)c(=O)n4c3C2=O)cc1	-13%	17%	10%	-11%	/	12%	-1%	-3%	-38	19µM*	16%
O=C(O)C1CC=CCC1C(=O)NNc1ccccc1 (stereo not given)	-5%	17%	-2%	?	-2%	-1%	0%	-1%	-12	5%	2%
CC(=O)O[C@H]1[C@H](C)OC=C[C@@H]1OC(C)=O	-5%	-23%	0%	24%	2%	-10%	3%	2%	5	7%	6%
CC1CCN(S(=O)(=O)c2ccc(S(=O)(=O)NCC(=O)C(C)(C)C)cc2)CC1	-8%	-9%[0.365 µM]	-4%	-3%	0%	-5%	/	0%	-2	-3%	0%
O=c1[nH]c2cc3c(cc2cc1CN(CCO)S(=O)(=O)c1ccccc1Cl)OCCO3	-1%	23%	0%	0%	6%	2%	-1%	1%	9	1%	0%
O=C(O)c1cccnc1C(=O)O	-10%[46.1 µM]	21%&-9%	-21%&-2%	14%	1%	/	-3%&5%	-7%[46.1 µM]	-14	12%	/
Cc1cc(NC(=O)CN2C(=O)CC(c3ccco3)Sc3ccccc32)no1 (stereo not given)	-5%	?	-2%	-20%	-13%	?	?	-4%	-9	3%	5%
CCCn1c(=O)[nH]c(=O)c2c1nc(-c1cccs1)n2CCOC	1%	2%	-5%	11%	-3%	-37%	-2%	-2%	1	-1%	6%
COc1cc(C(=O)Nc2ccccc2NC(=O)c2cc(OC)c(OC)c(OC)c2)cc(OC)c1OC	-1%	8%	3%	3.3µM*	-15%	/	1%	1%	4	0%	-2%
Cc1ccc(C(=O)Nc2ccc(NC(=O)c3cccs3)cc2)c(C)c1	-2%	-40%	-14%	?	/	/	?	0%	-6	1%	5%
C(=N\C(/N=C/c1ccco1)c1ccco1)/c1ccco1	4%	8%	0%	15%	-3%	-17%	17%	14%	8	-8%	24%
CCc1nnc(NC(=O)C2CC(=O)N(CCc3ccccc3)C2)s1 (stereo not given)	9%	19%	-5%	27%	0%	-6%	-2%	0%	-4	-2%	-3%
COc1cc(C=C(c2nc3ccccc3s2)c2nc3ccccc3s2)cc(OC)c1O	-4%	16%[10 µM]	18µM*	?	24%	11%	30%	2%	-26	15µM*	/
CCC(CC)=C(C#N)C(=O)NC1CCCCC1	4%	18%	3%	11%	-4%	-8%	-6%	-1%	-17	1%	-21%
CCNC(=O)C1Cc2cc(S(=O)(=O)N3CCCC3)ccc2N1C(C)=O (stereo not given)	-1%	-3%	-5%	9%	-16%	/	-5%	-6%	-12	0%	-6%
CNS(=O)(=O)c1ccc(NC(=O)C2c3ccccc3Oc3ccccc32)cc1	-2%	-41%	4%	8%	?	-2%	-28%	-1%	-4	2%	1%
CC(=O)Oc1oc(-c2ccccc2)nc1C=Nc1ccccc1	17%	?	1%	23%	1%	2%	?	-6%	7	-19%	5%
OCC1(Cc2ccccc2)CCN(Cc2cnc(-c3ccc(Cl)cc3)nc2)CC1	-17%	23%	1%	29%	5%	-4%	2%	-11%	-4	?	9%
COc1ccc(/C(N)=N/OC(=O)CN(C)S(=O)(=O)c2ccccc2)cc1	-2%	29%	20%	-14%	4%	-3%	5%	-1%	-28	-19%	-10%
O=C(OCc1ccc(F)cc1)c1cccnc1Cl	0%	-1%	2%	2%	-15%	3%	-5%	-3%	-3	-2%	1%
O=S(=O)(c1ccc(F)cc1)N1CCC2(CC1)OCCN2S(=O)(=O)c1cccs1	-3%	/	4%	-8%	/	/	/	-2%	-12	0%	/
CCOc1ccccc1NC(=O)CCCn1cc([N+](=O)[O-])cn1	1%	18%	16%	-4%	9%	0%	4%	1%	1	-13%	/
Cc1ccc2onc(CC(=O)O)c2c1	-1%	4%	12%	-3%	-19%	2%	7%	-1%	-4	-1%	-21%
CSc1ccc(/C=C/C(=O)c2c(O)cc(C)oc2=O)cc1	?	?	-12%	?	38%[activator]	-40%	?	19%	16	4.3µM*	13%
CCOC(=O)c1c(CC(C)C)csc1/N=C/C1=C(O)CCCC1=O	2%	6%	6%	3%	/	-6%	1%	-1%	-33	0%	18%
C=CCn1c(-c2ccc(OC)cc2)nc2ccccc21	30%	?	-6%	?	-10%	5%	0%	16%	-10	13µM*	0%
O=C(NCc1ccco1)/C(=C/c1ccc(F)cc1)NC(=O)c1ccccc1	0%	2%	11%	-1%	6%	0%	-8%	1%	3	5%	4%
Cc1ccc(C(=O)NCC(=O)OCC(=O)Nc2cccc(S(=O)(=O)N3CCCC3)c2)cc1C	0%	25%	3%	0%	/	0%	7%	0%	-5	9.5µM*	-2%
O=c1c(-n2cncn2)c[nH]n1-c1cccc(Cl)n1	27%	-1%	5%	-5%	6%	5%	8%	0%	-8	-3%	-6%
CCOC(=O)Cn1cc(C(=O)C(=O)N2CCOCC2)c2ccccc21	-1%	13%	0%	22%	/	-9%	-11%	-4%	-5	5%	-6%
CN(C(=O)CSc1nnc2ccccn12)C1CCS(=O)(=O)C1 (stereo not given)	-7%	20%	-2%	?	/	-2%	-6%	-2%	6	-1%	0%
CC(=O)Nc1ccc(OCC(O)Cn2c3ccccc3c3ccccc32)cc1 (stereo not given)	-1%	?	-21%	18µM*	12%	4%	-19%	-3%	9	?	-3%
O=C(/C=C/c1ccc(Cl)cc1Cl)NCCSCc1ccccc1	-6%	?	?	-4%	10%	4%	11%	-2%	/	?	5%

Bioassay records: PubChem, National Center for Advancing Translational Sciences (NCATS)
